# Kir21 inh = inhibitors of mouse Kir2.1 inward-rectifier potassium channel | P35561 | HEK293-Kir2.1, FluxOR thallium flux fluorescence; stronger effect = lower value | B-score at 10 µM | actives 0.85% (n = 310,000) | AID 1672;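 active means fluorescence ratio B-score at or below minus 3 SD of library scores, with starting-brightness B-score within 2 SD, cut at about -4.2 in these data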;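 further: channel flux triggered by added potassium and thallium sulfate stimulus; B-score of peak minus minimum fluorescence over baseline after thallium stimulus; more negative B-score means stronger Kir2.1 block with less thallium influx; some compounds called inactive have numbers as strong as hits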
# Target sequence (P35561 whole entry, looked up): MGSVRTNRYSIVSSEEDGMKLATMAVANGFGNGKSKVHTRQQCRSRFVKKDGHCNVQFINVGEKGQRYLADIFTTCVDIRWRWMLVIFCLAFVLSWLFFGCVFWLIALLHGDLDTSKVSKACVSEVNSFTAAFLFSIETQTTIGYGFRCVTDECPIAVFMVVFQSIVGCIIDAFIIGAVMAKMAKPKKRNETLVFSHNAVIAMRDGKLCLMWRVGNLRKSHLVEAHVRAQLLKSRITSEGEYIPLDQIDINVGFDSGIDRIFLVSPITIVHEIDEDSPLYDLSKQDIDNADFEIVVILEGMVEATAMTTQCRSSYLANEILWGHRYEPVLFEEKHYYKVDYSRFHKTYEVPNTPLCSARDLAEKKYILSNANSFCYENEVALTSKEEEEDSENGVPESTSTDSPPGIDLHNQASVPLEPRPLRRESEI
# STK33 kinase inh = inhibitors of human STK33 kinase; Q9BYT3; purified STK33, MBP phosphorylation, ADP-Glo luminescence; inhibition, % at 10 µM; actives 0.073% (n = 320,000); AID 2661;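 active means inhibition at or above 25%, using the most active replicate where run in duplicate; inactive means inhibition below 25%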
# Target sequence (Q9BYT3 whole entry, looked up): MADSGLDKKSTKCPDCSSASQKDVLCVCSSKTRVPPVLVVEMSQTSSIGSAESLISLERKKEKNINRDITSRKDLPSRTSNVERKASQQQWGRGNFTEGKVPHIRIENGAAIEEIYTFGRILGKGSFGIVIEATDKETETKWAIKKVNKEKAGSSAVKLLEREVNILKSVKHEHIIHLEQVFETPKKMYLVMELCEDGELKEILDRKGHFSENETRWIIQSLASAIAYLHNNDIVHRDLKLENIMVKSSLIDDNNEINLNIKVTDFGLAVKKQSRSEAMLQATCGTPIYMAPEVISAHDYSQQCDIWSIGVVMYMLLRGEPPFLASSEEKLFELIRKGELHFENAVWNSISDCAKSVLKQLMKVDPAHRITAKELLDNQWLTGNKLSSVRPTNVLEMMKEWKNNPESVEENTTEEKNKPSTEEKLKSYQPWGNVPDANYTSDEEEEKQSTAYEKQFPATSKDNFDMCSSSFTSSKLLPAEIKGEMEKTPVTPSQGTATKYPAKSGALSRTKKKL
# KCNQ2 block = KCNQ2 channel blockers in CHO-K1 cells – cell-based, FluxOR thallium flux, B-score, primary screen (AID 2156) | actives 1.1% (n = 310,000) | 20 min; stronger effect = lower value | B-score at 10 µM | O88943;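 active means fluorescence ratio B-score at most minus 3 library SDs, with starting brightness B-score within 2 library SDs, cut at about -5.5 in these data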
# Active calls of the source: *; i = inactive; . = not tested or not shown.
SMILES,Kir21 inh,STK33 kinase inh,KCNQ2 block
Cc1ccc(S(=O)(=O)N2CCN(C(=O)CSc3nnc(C)c(=O)[nH]3)CC2)cc1,2.06,-1.5,i
O=C(Cc1nnc(NC(=O)c2ccccc2)s1)N/N=C/c1ccco1,-0.41,.,i
Cc1cc(NC(=O)CCc2ccc(-c3ccccc3)o2)no1,-0.18,-0.7,i
CCCCN(C(=O)CSc1nnc(Nc2ccc(C)c(C)c2)s1)c1c(N)n(Cc2ccccc2)c(=O)[nH]c1=O,0.58,-1.0,i
O=C(NCCCN1CCCC1)c1cccc(N2CCCC2=O)c1,-0.13,-0.4,i
CCN(C(=O)c1cnc(NC(C)C)cc1C(F)(F)F)c1ccc(Cl)cc1Cl,0.6,4.7,i
Cc1ccc(OCC(=O)NNC(=O)CSc2ncc(C#N)c(N)n2)cc1,-0.83,-1.2,i
CCc1noc(C)c1C(=O)N1CCN(c2cccc(C)c2C)CC1,1.82,0.7,i
CCC/C(O)=C1\C(=O)CC(c2ccccc2)CC1=NC (stereo not given),1.02,-0.1,i
O=C(NC(=S)Nc1ccccc1[N+](=O)[O-])c1ccco1,-0.01,-1.5,i
Brc1ccc(CNCC2CCCO2)cc1 (stereo not given),1.02,-1.3,i
O=C(Nc1ccc(S(=O)(=O)N2CCOCC2)cc1)c1ccc([N+](=O)[O-])o1,0.08,0.4,i
Cc1c(NC(=O)C(C)n2cc([N+](=O)[O-])cn2)c(=O)n(-c2ccccc2)n1C (stereo not given),1.87,-0.3,i
Cc1ccc(C(=O)NCCN2CCOCC2)cc1Cl,-0.37,3.0,i
O=C(COc1cccnc1[N+](=O)[O-])Nc1ccc(S(=O)(=O)N2CCOCC2)cc1,-1.01,-1.1,i
CCC1(c2ccc(Cl)cc2)NC(=S)N(c2ccc(C)c(C)c2)N1 (stereo not given),-0.47,-0.7,i
CSc1sc(C)cc1C1C(C#N)=C(N)N(c2cccnc2)C2=C1C(=O)CC(C)(C)C2 (stereo not given),1.68,-0.1,i
CCCCn1c(SCC(=O)Nc2nnc(CC)s2)nc2c1c(=O)n(C)c(=O)n2C,0.78,-0.6,i
COc1ccc(C)cc1NC(=O)CN1CCN(S(=O)(=O)c2ccc(Cl)cc2)CC1,0.05,0.1,i
COc1ccccc1-n1c(CNC(=O)c2cccs2)n[nH]c1=S,-0.6,-0.6,i
CCCc1cc(=O)[nH]c(SCC(=O)CSc2nc(CCC)cc(=O)[nH]2)n1,1.38,-2.0,i
CCN1CCN(c2ccc(N3CCN(C(=O)c4ccc(Br)o4)CC3)nn2)CC1,0.41,.,i
CC(=O)Nc1ccc(SCC(=O)N(CCC#N)c2cc(C)cc(C)c2)cc1,-0.43,-0.4,i
C=CCNc1nnc(-c2ccncc2)s1,-0.45,3.3,i
CCN(CC)CCn1c2c(c(SCC(=O)Nc3ccccc3Cl)nc1=O)CCC2,0.01,-1.0,i
CCc1ccc(OCC(=O)NC(NC(=S)Nc2ccccc2C)C(Cl)(Cl)Cl)cc1 (stereo not given),-0.55,-1.9,i
CCCC(C(=O)NC1CCCC1)N(C(=O)Cn1nnc(-c2ccc(C)o2)n1)C1CCCC1 (stereo not given),-0.19,-3.1,i
Cc1nn(C)c(C)c1NC(=O)CCSc1nc(-c2ccco2)cc(C(F)(F)F)n1,-0.8,1.1,i
COc1ccc(/C=N/NC(N)=S)cc1OC(=O)c1cccc2ccccc12,0.14,-0.3,i
COc1ccc(OC)c(NC(=S)N(CCc2c(C)[nH]c3ccc(C)cc23)Cc2cccs2)c1,1.48,-1.5,i
O=C(Nc1ccccc1)Nc1nc(-c2ccc(Cl)cc2)cs1,-0.48,1.1,i
C=CCNC(=S)NNC(=O)c1ccc(=O)n(Cc2ccc(Cl)cc2Cl)c1,-1.12,1.0,i
CC(NC(=O)c1ccccc1F)c1nnc(SCC(=O)N2CCN(c3ccccc3)CC2)n1C (stereo not given),0.6,-2.6,i
COc1ccc(NC(=O)COc2ccc3c(C)cc(=O)oc3c2)cc1S(=O)(=O)N1CCCCC1,-0.99,.,i
CCN(c1cccc(C)c1)S(=O)(=O)c1cccc(C(=O)O)c1,-0.03,1.0,i
CC1CCCCC1NC(=O)COC(=O)c1ccc2c(c1Cl)C(=O)c1ccccc1C2=O (stereo not given),-0.38,-1.7,i
C#Cc1ccc2c(c1)COc1c3ccccc3nn1-2,0.05,12.1,i
CC12CC(NC(=O)N1c1cccc(C(=O)N3CCCCC3)c1)c1ccccc1O2 (stereo not given),0.35,-3.3,i
COCCC(=O)N1CCC(Oc2ccc(C(=O)NCCSC)cc2)CC1,-0.01,4.2,i
O=C(O)c1cc([N+](=O)[O-])ccc1Nc1ccccc1,0,0.3,i
Cc1nn(CC(=O)NCCCN2CCCCC2C)c(=O)c2cccn12 (stereo not given),1.29,-0.5,i
COc1ccc(C(=O)CC(=O)c2ccccc2O)cc1,-0.4,-0.6,i
CCC(Cc1ccccc1)NC(=O)C1CCN(c2nn3c(=O)cc(C)nc3s2)CC1 (stereo not given),0.87,-0.1,i
COc1ccc(N(CC(=O)NC(C)(C)C)C(=O)CCC(=O)Nc2nccs2)c(OC)c1,0.09,.,i
CC(=O)N1CCN(Cc2nc3scc(-c4ccccc4)c3c(=O)[nH]2)CC1,-1.42,-0.8,i
Cc1cc(C)cc(NC(=O)COc2coc(CN3CCc4ccccc43)cc2=O)c1,0.87,-0.3,i
CCOc1ccccc1/C=N/NC(=O)CNC(=O)c1cccs1,-0.07,1.6,i
COc1ccc(N(C(=O)c2ccncc2)S(=O)(=O)c2ccc(Cl)cc2)cc1,-0.46,.,i
Cc1ccc2cc(C(c3nnnn3C3CCCC3)N3CCN(c4ccc(F)cc4)CC3)c(=O)[nH]c2c1 (stereo not given),0.04,0.3,i
O=C(O)CC1C(=O)NCCN1CCCc1ccccc1 (stereo not given),-0.5,-0.2,i

# (cont.)
SMILES,Kir21 inh,STK33 kinase inh,KCNQ2 block
COc1ccccc1-n1c(SCC(=O)NC(C)(C)C)nnc1-c1ccco1,0.28,-0.6,i
CCCn1c(=O)c2ccccc2n2c(=S)[nH]nc12,1.84,-0.4,i
Cc1cc(Br)ccc1OCC(=O)NNC(=O)C(=O)Nc1ccccc1,0.37,-2.7,i
CN(C(=O)COC(=O)C(C)(C)Oc1ccc(Cl)cc1)c1c(N)n(Cc2ccccc2)c(=O)[nH]c1=O,0.63,-2.4,i
Cc1ccccc1OCC(=O)N/N=C/c1ccc([N+](=O)[O-])o1,1.18,0.7,i
O=C1CCC([N+](=O)[O-])C(c2ccc3c(c2)OCO3)N1 (stereo not given),-1.03,0.5,i
COc1ccc(Cl)cc1S(=O)(=O)N1CCC(C(=O)NC2CCCC2)CC1,-1.18,-0.2,i
Cc1nc2nc[nH]c2cc1Br,0.17,0.5,i
CC(CNC(=O)c1ccc(NC2=NC3CS(=O)(=O)CC3S2)cc1)c1ccccc1 (stereo not given),2.05,-0.6,i
CCOc1ccc(S(=O)(=O)N2CCCC(C(=O)NCc3ccccn3)C2)cc1 (stereo not given),1.06,-0.1,i
Cc1ccc(NS(=O)(=O)c2ccc(OCC(=O)Nc3cccc([N+](=O)[O-])c3)c(C)c2)cc1,2.29,-0.1,i
CN(C)C(=O)c1c(NC(=O)c2ccco2)sc2c1CCCCC2,-0.23,0.0,i
COc1ccccc1N1CCN(c2ccc(Cl)nn2)CC1,0.94,-0.4,i
Cc1ccc(S(=O)(=O)/N=C(/c2ccccc2)N(C)C)c(C)c1,-1.18,0.2,i
O=C(COc1ccc2ccccc2c1)NNC(=O)C(=O)Nc1ccccc1,0.24,-0.8,i
COc1ccccc1S(=O)(=O)c1c(C)cc(C)[nH]c1=O,-1.21,-1.6,i
NC(=S)Nc1ccc2c(c1)OCO2,0.12,-1.4,i
COc1ccc(C(=O)N(C)c2c(C)n(C)n(-c3ccccc3)c2=O)cc1OC,0.28,-2.0,i
CCCCCCOC(=O)c1ccccc1NC(=O)/C=C/C(=O)O,0.82,1.6,i
Oc1ccc2[nH]cnc2c1CN1CCCCC1,-0.76,-0.9,i
Cc1ccc(C(=O)NCCCNC(=O)COc2ccc(Cl)c(C)c2)cn1,-0.04,.,i
Cc1cc(NS(=O)(=O)c2ccc(NC(=O)c3cnc4scc(C)n4c3=O)cc2)nc(C)n1,3.26,-0.7,i
CN1CCN(/N=C/c2c3ccccc3c(Cl)c3ccccc23)CC1,0.13,6.0,-7.08*
COc1ccc2cc(C(c3nnnn3Cc3ccccc3)N3CCCCCC3)c(=O)[nH]c2c1 (stereo not given),-0.61,-0.2,i
O=C(CSc1nn(-c2ccccc2)c(=S)s1)NC1CCS(=O)(=O)C1 (stereo not given),-0.69,0.6,i
O=C(NCc1nnc2c(C(F)(F)F)cc(Cl)cn12)c1ccc2c(c1)OCO2,0.01,-2.0,i
CCN(C(=O)COC(=O)c1c(-c2ccccc2)noc1C)C1CCS(=O)(=O)C1 (stereo not given),0.74,-1.0,i
N/C(COc1ccccc1)=N\NC(=O)c1cccnc1Oc1ccccc1,-1.58,0.4,i
Cc1cc(C(F)(F)F)nn1Cc1n[nH]c(=S)n1Cc1ccccc1,1.07,0.3,i
O=C(Nc1ccccc1C(=O)O)c1cc(S(=O)(=O)Nc2ccccc2)ccc1Cl,-0.71,-2.0,i
C/C(=N\NC(=O)c1nnn(-c2nonc2N)c1-c1ccc2c(c1)OCO2)c1ccccc1,0.54,-1.1,i
O=C(N/N=C\c1ccc(F)cc1)c1ccc(F)cc1,0,-0.8,i
COc1cccc(CCNC(=O)c2cc(COc3c(F)cccc3F)on2)c1,1.56,0.2,i
CCOC(=O)CC1C(=O)NCCN1S(=O)(=O)c1ccccc1 (stereo not given),0.79,-2.8,i
Cc1ccc(N2C(=O)c3ccccc3C2C(=O)c2ccc(O)cc2O)cc1 (stereo not given),0.92,1.0,i
Cc1ccc(C)c(S(=O)(=O)N2CCCOC2CNC(=O)C(=O)NCc2ccncc2)c1 (stereo not given),-0.16,-0.9,i
COc1ccccc1C(=O)NCCc1nc2ccccc2n1C,-1.4,1.8,i
OC(COc1cc(Cl)c(Cl)cc1Cl)CN1CCN(c2ncccn2)CC1 (stereo not given),-0.51,-1.0,i
CCOc1ccc(C(=O)n2cnnc2N)cc1,0.19,1.1,i
Cc1cc(C)cc(N(C(=O)Cn2nnc3ccccc32)C(C(=O)NCc2ccco2)c2ccncc2)c1 (stereo not given),1.37,0.7,i
COc1ccc(S(N)(=O)=O)cc1C(=O)NC1CCCc2ccccc21 (stereo not given),-0.5,0.6,i
O=C(CCN1C(=O)/C(=C/c2ccccc2Cl)SC1=S)NNC(=O)c1ccccc1O,1.4,-0.1,i
CCCCCC(=O)Nc1ncc2c(n1)CC(c1cccs1)CC2=O (stereo not given),0.88,1.0,i
COc1ccc(OCC(=O)N/N=C(\C)CC(=O)Nc2ccc(OC)cc2[N+](=O)[O-])cc1,-1.54,-0.5,i
CN1CCC(N(C)C(=S)NC(=O)c2cc(-c3cccc(Br)c3)nc3ccccc23)CC1,0,1.1,i
CC1(C)CC(=O)c2cn3nc(C(F)(F)F)nc3nc2C1,-1.19,-0.6,i
CC(CCc1ccccc1)NC(=O)c1ccc(-n2cncn2)c([N+](=O)[O-])c1 (stereo not given),0.61,-1.0,i
CCCNC(=O)C(Cc1ccccc1)NS(=O)(=O)c1ccc2c(c1)CCC(=O)N2 (stereo not given),-2.6,-0.1,i
CCOc1ccc(N2C(=O)CC(N3CCOCC3)C2=O)cc1 (stereo not given),-1.08,-2.2,i
COc1ccc(OC)c(N(CC(=O)NCC2CCCO2)S(=O)(=O)c2ccccc2)c1 (stereo not given),-0.08,-1.3,i

# Arranged by count of non-hydrogen atoms (largest number first): some entries from above.
SMILES,Kir21 inh,STK33 kinase inh,KCNQ2 block
Cc1cc(C)cc(N(C(=O)Cn2nnc3ccccc32)C(C(=O)NCc2ccco2)c2ccncc2)c1 (stereo not given),1.37,0.7,i
CN1CCC(N(C)C(=S)NC(=O)c2cc(-c3cccc(Br)c3)nc3ccccc23)CC1,0,1.1,i
O=C(CCN1C(=O)/C(=C/c2ccccc2Cl)SC1=S)NNC(=O)c1ccccc1O,1.4,-0.1,i
CCCNC(=O)C(Cc1ccccc1)NS(=O)(=O)c1ccc2c(c1)CCC(=O)N2 (stereo not given),-2.6,-0.1,i
CC(CCc1ccccc1)NC(=O)c1ccc(-n2cncn2)c([N+](=O)[O-])c1 (stereo not given),0.61,-1.0,i
OC(COc1cc(Cl)c(Cl)cc1Cl)CN1CCN(c2ncccn2)CC1 (stereo not given),-0.51,-1.0,i
COc1ccc(S(N)(=O)=O)cc1C(=O)NC1CCCc2ccccc21 (stereo not given),-0.5,0.6,i
CCCCCC(=O)Nc1ncc2c(n1)CC(c1cccs1)CC2=O (stereo not given),0.88,1.0,i
COc1ccccc1C(=O)NCCc1nc2ccccc2n1C,-1.4,1.8,i
CCOc1ccc(N2C(=O)CC(N3CCOCC3)C2=O)cc1 (stereo not given),-1.08,-2.2,i
CC1(C)CC(=O)c2cn3nc(C(F)(F)F)nc3nc2C1,-1.19,-0.6,i
CCOc1ccc(C(=O)n2cnnc2N)cc1,0.19,1.1,i

# The listing continues:
SMILES,Kir21 inh,STK33 kinase inh,KCNQ2 block
Oc1ccccc1Cc1c(O)ccc2ccccc12,0.49,0.1,i
Clc1ccc(CCNc2nc3ccccc3n3nnnc23)cc1,0.11,-1.2,i
Cc1ccc(NC(=O)c2cccnc2)cc1S(=O)(=O)N(C)C,-0.07,0.6,i
COc1cc(/C=N/NC(=O)C2CCN(CC(O)COCc3ccccc3)CC2)cc(OC)c1OC (stereo not given),1.88,0.2,i
